MmCpn inh: Inhibitors of TCP-1 ring complex (TRiC) of Methanococcus maripaludis (MmCpn): qHTS. purified Mm-Cpn ATPase, ADP Transcreener TR-FRET. 330,000 tested, 0.031% active. Potency, µM (doses to about 76.9 µM), for inactives: top-dose activity, negative = inhibition, actives largely listed as inhibitors. Chaperonin Mm-Cpn (Methanococcus maripaludis); note: potency is the fitted concentration of half-maximal effect; % is set by controls: 0 for no effect and ±100 for the full control effect; nearly all actives have a fitted effect of over 80% in size
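ATPase turnover read by TR-FRET ADP competition (Eu cryptate antibody/ADP-d2, 665/590 nm): 10uM ATP final, 25nM Mm-CPN final, 30 min 37degC after 10-min compound preincubation, pH 7.4 Tris/KCl/MgCl2/DTT buffer.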
EPAC1 antag: qHTS for Antagonist of cAMP-regulated guanine nucleotide exchange factor 3 (EPAC1): primary screen; EPAC1 GEF assay, Rap1b-BODIPY-GDP exchange fluorescence; Potency, µM (top dose mostly 115 µM), for the others: at the highest dose activity change, negative = inhibition, actives largely listed as inhibitors; 360,000 tested, 0.14% active; AID 720709, 2013;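 note: potency is the fitted concentration of half-maximal effect; plate controls were vehicle for no effect and positive control for full effect; nearly all actives have a fitted effect of over 50% in size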
PLK1 PBD block: qHTS for Inhibitors of PLK1-PDB (polo-like kinase 1 - polo-box domain): Primary Screen; Serine/threonine-protein kinase PLK1 (Homo sapiens), P53350; Plk1 PBD binding of FITC phosphopeptide, fluorescence polarization; Potency, µM, for inactives: max response, negative = inhibition, usual class: inhibitors; 360,000 tested, 2.8% active; AID 720504, 2013; note: potency is the fitted concentration of half-maximal effect; series mostly up to about 57 µM; % is set by controls: 0 for no effect and ±100 for the full control effect; nearly all actives have a fitted effect of over 65% in size
EPAC2 antagonist: qHTS for Antagonist of cAMP-regulated guanine nucleotide exchange factor 2 (EPAC2): primary screen; EPAC2 GEF exchange of Rap1B-BODIPY-GDP, fluorescence; Potency, µM (titrated, usually from 114 µM), inactives show at the top dose activity, negative = inhibition, actives largely listed as inhibitors; 360,000 tested, 0.18% active; note: potency is the fitted concentration of half-maximal effect; % is set by controls: 0 for no effect and ±100 for the full control effect; nearly all actives have a fitted effect of over 45% in size; many of its hits are not listed in these tables
Target sequence (Q8WZA2 whole entry, looked up): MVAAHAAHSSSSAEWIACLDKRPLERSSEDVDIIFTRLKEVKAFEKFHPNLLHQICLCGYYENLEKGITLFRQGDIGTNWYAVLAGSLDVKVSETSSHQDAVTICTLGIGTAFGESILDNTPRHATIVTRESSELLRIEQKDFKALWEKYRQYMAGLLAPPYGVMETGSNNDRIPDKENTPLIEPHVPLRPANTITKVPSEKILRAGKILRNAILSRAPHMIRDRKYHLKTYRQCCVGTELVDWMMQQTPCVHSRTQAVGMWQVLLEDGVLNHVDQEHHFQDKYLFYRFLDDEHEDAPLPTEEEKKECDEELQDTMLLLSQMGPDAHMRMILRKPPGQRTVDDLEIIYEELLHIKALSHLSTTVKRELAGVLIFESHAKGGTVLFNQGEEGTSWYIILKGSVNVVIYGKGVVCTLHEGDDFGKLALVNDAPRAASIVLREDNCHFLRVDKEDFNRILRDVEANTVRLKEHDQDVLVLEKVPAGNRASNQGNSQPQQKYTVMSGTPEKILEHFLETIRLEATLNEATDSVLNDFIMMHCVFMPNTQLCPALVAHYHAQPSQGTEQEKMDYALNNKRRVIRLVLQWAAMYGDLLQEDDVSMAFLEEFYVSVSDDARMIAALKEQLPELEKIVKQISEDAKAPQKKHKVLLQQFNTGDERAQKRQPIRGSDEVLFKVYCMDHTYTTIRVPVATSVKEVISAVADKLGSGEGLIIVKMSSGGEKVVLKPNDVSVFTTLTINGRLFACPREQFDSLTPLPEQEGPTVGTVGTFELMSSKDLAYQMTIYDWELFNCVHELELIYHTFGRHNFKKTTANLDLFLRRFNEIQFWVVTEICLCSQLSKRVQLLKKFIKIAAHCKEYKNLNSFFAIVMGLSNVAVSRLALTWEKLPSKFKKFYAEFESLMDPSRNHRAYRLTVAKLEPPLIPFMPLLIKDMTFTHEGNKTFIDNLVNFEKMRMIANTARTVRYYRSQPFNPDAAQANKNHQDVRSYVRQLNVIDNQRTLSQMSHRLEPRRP
WRN helicase inh: qHTS for Inhibitors of WRN Helicase | WRN helicase unwinding, fluorescent forked duplex, kinetic | Bifunctional 3'-5' exonuclease/ATP-dependent helicase WRN (Homo sapiens), Q14191 | 360,000 tested, 0.46% active | Potency, µM (titrated, usually from 114 µM), without a hit: at the top dose activity change, negative = inhibition, usual class: inhibitors; note: potency is the fitted concentration of half-maximal effect; % is set by controls: 0 for no effect and ±100 for the full control effect; nearly all actives have a fitted effect of over 55% in size
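Fluorescence dequenching readout, ex 525 nm/em 598 nm, kinetic mode: forked duplex DNA (100 nM final) with adjacent fluorophore and quencher unwound by WRN (20 nM final) with 2 mM ATP. Compound preincubation 15 min, room temperature.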
PI5P4K alpha inh: qHTS for Inhibitors of phosphatidylinositol 5-phosphate 4-kinase (PI5P4K); 330,000 tested, 1.2% active; max response, %; PI5P4Kalpha enzyme, ADP-Glo luminescence, 60 min; stronger effect = lower value; Phosphatidylinositol 5-phosphate 4-kinase type-2 alpha (Homo sapiens), P48426; AID 652105, 2013; active = max response of -50% or lower; inconclusive = between -30% and -50%; inactive = -30% or higher; note: value at the top dose of about 77 µM; % is set by controls: 0 for no effect and ±100 for the full control effect
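Luminescence from ADP-Glo served as readout of PI5P4Kalpha activity in a qHTS format. Reaction: enzyme, substrate, compound, ATP at 5 microM final, 60 min at RT.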
EPAC1 agonist: qHTS for Agonist of cAMP-regulated guanine nucleotide exchange factor 3 (EPAC1): primary screen. Rap guanine nucleotide exchange factor 3 (Homo sapiens), O95398. EPAC1 agonist qHTS, biochemical assay; response scale: 100% = response to 6.5 mM cAMP. Potency, µM (highest dose often 154 µM), for inactives: at the highest dose activation, most hits filed as activators. 360,000 tested, 0.073% active. AID 720707, 2013; note: potency is the fitted concentration of half-maximal effect; nearly all actives have a fitted effect of over 60% in size
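Normalized to 6.5 mM cAMP, activity reflects EPAC1-catalysed release of BODIPY-GDP from Rap1B, followed kinetically over 30 min at 480 nm excitation, 540 nm emission. Reaction contained 100 nM EPAC1, 250 nM Rap1B-BODIPY-GDP, 50 uM GDP.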
CCT chaperon mod: High-Throughput Screening for Modulators of Cytosolic Chaperonin Activity; purified chaperonin ATPase assay, HTRF ADP detection, 30 min; activity change, % (no concentration beside the values), hits read low; 360,000 tested, 0.3% active; in the data active = activity change below about -30%; note: % is set by controls: 0 for no effect and ±100 for the full control effect
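Enzyme 40 or 20 nM (batch-dependent) in Tris pH 7.4/KCl/MgCl2/DTT; cpd 76 uM single point; ATP 10 uM; 30 min 37 °C; Transcreener ADP HTRF detection, 30 min RT; ratio 665/615.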
* marks the source's active call; other numbers are inactive results; ? = inconclusive; . = no result given; [ ] = remark or other dose. Unless noted, calls come from the whole dose curve; as a rule, active = well fitted curve in the direction sought with a large enough effect; inconclusive = small, poorly fitted or top-dose-only effect, or another doubt; inactive = no such curve, though single readings can be large; an effect the other way counts as inactive or inconclusive. Only part of the results is shown. The share of hits here may be higher or lower than overall.

SMILES,MmCpn inh,EPAC1 antag,PLK1 PBD block,EPAC1 agonist,PI5P4K alpha inh,WRN helicase inh,CCT chaperon mod,EPAC2 antagonist
Cc1cccc(CN2CCN(C(c3ccccc3)c3ccc(Cl)cc3)CC2)c1 (stereo not given),-1%,-8%,?,-16%,?,-3%,-1.4,5%
N#Cc1c(Nc2ccccc2)[n+]([O-])c2ccc(Cl)cc2[n+]1[O-],.,-8%,-7%,-2%,-2,-7%,0.1,17%
CCN1C[C@@H]2[C@@H]3C(=O)N(C)C(=O)[C@@H]3[C@](CC)(C1=O)N2C(=O)c1ccc(F)cc1,.,-3%,-14%,7%,-1,-2%,2.0,4%
Cc1nnc(NC(=O)c2oc3ccccc3c2C)s1,0%,-11%,-4%,5%,-2,4%,-1.7,2%
C[C@@H]1C(=O)O[C@H]2[C@H](O)[C@@]34[C@H]5C[C@@H](C(C)(C)C)[C@]36[C@@H](OC(=O)[C@@H]6O)O[C@@]4(C(=O)O5)[C@@]12O,0%,14%,-3%,-7%,-9,2%,-2.3,-5%
CCOc1ccc(OCC)c(NC(=O)CN2CCN(c3cccc(C)c3C)CC2)c1,0%,20%,4%,7%,.,3%,2.3,-1%
CCCCC(C)n1[nH]c(=O)cc1N (stereo not given),0%,-20%,-3%,25%,2,0%,1.1,3%
COc1cc2c(cc1OC)C(C)N(C(=O)c1ccc(Br)o1)CC2 (stereo not given),3%,-8%,-23%,-26%,-1,-20%,-1.0,-7%
O=[N+]([O-])c1ccc(Cl)c(S(=O)(=O)Nc2cccc(-c3ccc(N4CCOCC4)nn3)c2)c1,2%,0%,-7%,6%,-17,-18%,-0.5,3%
O=c1c2c(nc3cc(-c4ccccc4)[nH]n13)CCS2,-2%,-3%,-3%,-4%,0,-5%,0.9,-2%
O=C(CN1C(=O)S/C(=C\C=C\c2ccccc2)C1=O)Nc1ccc(C(=O)O)cc1,-1%,-12%,?,7%,-24,6%[11.6 µM],-4.3,8%
Cc1ccc([C@H]2C[C@@H](n3cc(-c4ccc(F)cc4)nn3)[C@H](O)CN2C(=O)C2CCCCC2)cc1,.,-7%,-3%,0%,-2,-1%,0.4,-1%
CCc1ccc(C(=O)CN2C(=O)NC3(CCCCCC3)C2=O)cc1,1%,8%,-8%,6%,-3,0%,0.7,3%
COc1ccc(CCC(=O)NC(C)C2CCCO2)cc1 (stereo not given),-5%,23%,-7%,1%,5,-18%,-0.4,13%
O=C(Nc1ccc(O)cc1)c1ccc2c(c1)C(=O)N(Cc1cccnc1)C2=O,1%,4%,-2%,-5%,1,-29%,0.5,8%

Reprinted at random: 7 entries already listed
SMILES,MmCpn inh,EPAC1 antag,PLK1 PBD block,EPAC1 agonist,PI5P4K alpha inh,WRN helicase inh,CCT chaperon mod,EPAC2 antagonist
CCCCC(C)n1[nH]c(=O)cc1N (stereo not given),0%,-20%,-3%,25%,2,0%,1.1,3%
Cc1cccc(CN2CCN(C(c3ccccc3)c3ccc(Cl)cc3)CC2)c1 (stereo not given),-1%,-8%,?,-16%,?,-3%,-1.4,5%
COc1ccc(CCC(=O)NC(C)C2CCCO2)cc1 (stereo not given),-5%,23%,-7%,1%,5,-18%,-0.4,13%
Cc1ccc([C@H]2C[C@@H](n3cc(-c4ccc(F)cc4)nn3)[C@H](O)CN2C(=O)C2CCCCC2)cc1,.,-7%,-3%,0%,-2,-1%,0.4,-1%
Cc1nnc(NC(=O)c2oc3ccccc3c2C)s1,0%,-11%,-4%,5%,-2,4%,-1.7,2%
O=c1c2c(nc3cc(-c4ccccc4)[nH]n13)CCS2,-2%,-3%,-3%,-4%,0,-5%,0.9,-2%
O=C(CN1C(=O)S/C(=C\C=C\c2ccccc2)C1=O)Nc1ccc(C(=O)O)cc1,-1%,-12%,?,7%,-24,6%[11.6 µM],-4.3,8%

(more compounds)
SMILES,MmCpn inh,EPAC1 antag,PLK1 PBD block,EPAC1 agonist,PI5P4K alpha inh,WRN helicase inh,CCT chaperon mod,EPAC2 antagonist
COc1ccccc1CNC(=O)CCCNC(=O)c1ccc(Cl)cc1,-1%,-7%,-1%,-3%,-2,2%,-10,1%
Cn1cc([N+](=O)[O-])c(C(=O)N2CCCCCC2)n1,1%,28%,2%,3%,3,3%,0.5,16%
COc1ccccc1CN1CC(=O)N2CSC[C@H]2C1=O,-2%,-3%,-9%,2%,-1,-3%,0.6,-1%
CCN(C[C@H]1N[C@@](CC)(C(=O)OC)[C@H]2C(=O)N(C)C(=O)[C@@H]12)S(=O)(=O)c1ccccc1,0%,-2%,-2%,-18%,6,8%,0.9,-3%
CN1/C(=C\C(=O)CN2C(=O)NC3(CCCCCC3)C2=O)C(C)(C)c2ccccc21,-1%,-9%,-7%,-6%,-9,-5%,-1.8,-3%
O=C(CCC1CCCC1)NNC(=O)c1cc2ccccc2cc1O,0%,-13%,-26%,3%,-15,-10%[57.1 µM],-1.6,3%
Cc1cccc(NN=C2c3ccccc3-c3ccccc32)c1,1%,-11%,-1%,-1%,24,-2%,-1.7,-11%
Cc1cc(C)n(-c2cc(C(=O)O)cc(C(=O)O)c2)n1,-12%,-21%,-7%,-12%,1,0%,0.5,6%
CC(c1ccccc1F)n1cc(C(=O)NCCc2ccco2)nn1 (stereo not given),1%,6%,-2%,-4%,-4,0%,-0.1,5%
Fc1ccc(-n2cnnn2)c(F)c1,-2%,-2%,-8%,-5%,.,0%[57.1 µM],-0.7,5%
COc1cccc(CNC(=O)Cc2ccc(-n3c(=O)[nH]c4ccccc4c3=O)cc2)c1,1%,8%,-3%,0%,1,-14%,0.4,0%
Cc1cccc(C)c1NC(=O)C(c1ccc(C#N)cc1)n1c(=O)c(-c2cc3ccccc3[nH]2)nc2ccccc21 (stereo not given),.,-4%,6%,9%,-1,-6%,.,3%
Cn1c(=O)c2c(SCC(=O)N3CCN(c4ccccc4)CC3)nc(C3CC3)nc2n(C)c1=O,-1%,1%,-6%,-12%,2,-11%,-1.0,1%
Nc1nnc(Cc2ccc(Cl)cc2)s1,4%,-4%,-1%,-4%,-1,5%,0.0,2%
Cc1cccc(C)c1NC(=O)C(c1ccccc1)n1c(=O)c(-c2cc3ccccc3[nH]2)nc2ccccc21 (stereo not given),.,-3%,5%,6%,-4,-8%,.,-9%

SMILES,MmCpn inh,EPAC1 antag,PLK1 PBD block,EPAC1 agonist,PI5P4K alpha inh,WRN helicase inh,CCT chaperon mod,EPAC2 antagonist
CN(CCC#N)C(=O)c1ccc(CNS(=O)(=O)c2ccc(F)cc2)cc1,1%,16%,-6%,-3%,1,2%,-0.9,5%
Cc1ccc(CNC(=O)COC(=O)CCC(=O)c2cccs2)cc1,-14%,-15%,5%,-2%,-2,2%,0.8,10%
O=C(Nc1n[nH]c(C(F)(F)F)n1)c1cccs1,-1%,-7%,-23%,4%,3,15%,-2.3,3%
COc1cccc2cc(C(=O)N3CCN(C45CC6CC(CC(C6)C4)C5)CC3)c(=O)oc12,-2%,0%,27µM*,0%,2,-3%,-1.1,2%
COC(=O)C1C2OC(C(Br)C2Br)C1C(=O)OC (stereo not given),.,-3%,0%,6%,2,-4%,-1.9,-3%
Cc1ccccc1N1CC(C(=O)Nc2nnc(SCc3cccnc3)s2)CC1=O (stereo not given),-3%,-12%,-20%,0%,?,?,-8.1,-4%
CCOC(=O)N1CCN(c2ccnc3cc(Cl)ccc23)CC1,0%,-24%,-6%,2%,4,-4%,-0.4,4%
CN(C)C(CNC(C(=O)Nc1ccc(F)cc1)c1ccccc1)c1ccccc1 (stereo not given),0%,2%,-1%,7%,1,-1%,1.5,2%
CCN1CCN(c2ccc(S(=O)(=O)N3CCOCC3)cc2NC(=O)/C=C/c2ccc(C)cc2)CC1,1%,-13%,0%,9%,9,-6%,2.8,-1%
Cc1csc(=O)n1CC(=O)OCc1nnc(-c2ccc(Cl)cc2)o1,0%,4%,8%,-3%,-2,-12%,1.3,1%
O=C(CNS(=O)(=O)c1ccccc1)NCC(=O)OCc1ccc(Br)cc1,-1%,-1%,12µM*,0%,-29,8%,1.3,1%
CCc1ccc(-c2cc(C(F)(F)F)n3nc(C(=O)Nc4c(C)nn(Cc5ccccc5Cl)c4C)cc3n2)s1,-11%,3%,0%,6%,.,-4%,-3.0,-7%
CC(=O)Nc1ccc(S(=O)(=O)N/N=C/c2ccc(C)o2)cc1,0%,4%,-23%,-3%,-23,-3%,-2.8,-2%
CN1OC[C@@H]2CN(Cc3cc(Cl)cc(Cl)c3)[C@H](c3cccc(Oc4ccccc4)c3)C[C@@H]21,.,-5%,-9%,4%,31,-11%,-0.9,-22%
COc1ccccc1CNC(=O)CCCNC(=O)Cn1cnc2sc(C)c(C)c2c1=O,3%,-11%,0%,8%,-5,4%,-0.9,5%
COC(=O)c1ccc(Oc2nc(NC(C)C)nc(SC)n2)cc1,0%,1%,-1%,-4%,-1,1%,0.0,5%
O=C1N[C@@H](Cc2ccccc2)COC(=O)[C@H](Cc2ccc(F)cc2)CC/C=C/C[C@H]1CC(=O)N(CCO)Cc1ccccc1,-22%,?,-12%,-12%,0,-11%,0.7,-11%
CC(C)C(=O)Nc1ccc(Br)cc1Cl,-1%,-6%,-5%,2%,2,-6%,-8.1,2%
